From PubChem
KLF5 inh – kruppel-like factor 5 inhibition | DLD-1 KLF5 promoter-luciferase reporter, luminescence | actives 0.23% (n = 290,000) | inhibition, % at 5 µM;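 active means inhibition above a per-plate limit of that plate's mean compound inhibition plus 3 SD, cut at about 60% in these data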;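 further: 0% = DMSO wells and 100% = LY294002 at 200 µM; higher means less KLF5 promoter-driven luciferase light; inactives centre near -14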
aSyn 5UTR inh – 5' untranslated region of α-synuclein, MLPCN primary screen | alpha-synuclein 5'UTR reporter, inhibitor activity | inhibition, % (tested at 7.5 µM) | AID 1813 | actives 0.82% (n = 300,000); in the data active means inhibition above about 60%;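 further: H4 neuroglioblastoma cells stably carrying SNCA 5'UTR luciferase fusion; 0% = DMSO wells and 100% = positive control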
TRPC4 potent – allosterically enhances the mouse TRPC4 cation channel. Q9QUQ5. HEK293 TRPC4beta/mu-opioid, DAMGO EC20, Fluo-4 Ca2+ flux; stronger effect = higher value. actives 0.42% (n = 310,000). AID 2227. B-score at 10 µM;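 active means B-score of calcium response area above 5 SD of library B-scores, with initial fluorescence ratio within 5 SD of library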;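 further: B-score of integrated fluorescence ratio over time as area under calcium response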
MrgX1 antagonist – blocks BAM8-22 activation of human MrgX1 receptor. actives 1.3% (n = 310,000). MRGX1-HEK293 calcium flux, Fluo-4, BAM8-22 antagonism; stronger effect = lower value. Q96LB2. B-score at 10 µM;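 active means calcium-response B-score plate-corrected more than 3 library SD below zero, starting fluorescence within 5 deviations, no agonist response on first addition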;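 further: peak minus trough fluorescence over baseline after final BAM8-22 challenge near maximal dose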
TRPC6 activator – activators of mouse TRPC6 channel. actives 0.13% (n = 310,000). Q61143. HEK293-TRPC6 membrane potential dye fluorescence; stronger effect = higher value. B-score at 10 µM;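 active means B-score of the integrated fluorescence ratio above library mean plus 3 SD, and starting fluorescence ratio within library mean plus 5 SD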;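 further: higher score means more depolarization so channel activation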
Target sequence (Q61143 whole entry, looked up): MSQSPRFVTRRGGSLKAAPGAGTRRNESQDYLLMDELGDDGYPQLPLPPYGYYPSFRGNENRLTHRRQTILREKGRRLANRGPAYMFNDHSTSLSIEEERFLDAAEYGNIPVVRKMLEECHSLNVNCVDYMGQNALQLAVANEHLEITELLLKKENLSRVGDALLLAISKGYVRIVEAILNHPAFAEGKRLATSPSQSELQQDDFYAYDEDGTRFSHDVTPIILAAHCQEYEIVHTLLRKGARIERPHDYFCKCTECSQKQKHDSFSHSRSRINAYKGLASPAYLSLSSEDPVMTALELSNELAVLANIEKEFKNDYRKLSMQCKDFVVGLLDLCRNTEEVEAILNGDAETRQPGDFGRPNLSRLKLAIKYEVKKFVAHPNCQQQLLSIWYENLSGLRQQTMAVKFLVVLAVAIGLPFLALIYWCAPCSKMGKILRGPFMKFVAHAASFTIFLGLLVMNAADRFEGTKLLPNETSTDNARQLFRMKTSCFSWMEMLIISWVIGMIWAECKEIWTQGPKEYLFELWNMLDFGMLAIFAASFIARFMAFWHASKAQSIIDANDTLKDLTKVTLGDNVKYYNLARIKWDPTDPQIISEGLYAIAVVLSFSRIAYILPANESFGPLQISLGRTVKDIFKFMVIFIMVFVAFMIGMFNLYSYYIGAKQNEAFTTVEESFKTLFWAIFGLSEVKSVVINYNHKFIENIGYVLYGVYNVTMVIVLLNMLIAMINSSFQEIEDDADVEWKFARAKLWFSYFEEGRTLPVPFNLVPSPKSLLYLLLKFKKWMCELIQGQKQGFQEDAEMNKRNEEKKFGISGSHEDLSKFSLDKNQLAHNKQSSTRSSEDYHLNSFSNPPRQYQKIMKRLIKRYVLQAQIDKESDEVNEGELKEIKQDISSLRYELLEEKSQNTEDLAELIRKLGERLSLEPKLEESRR
IEC-6 cytotox – kills IEC-6 intestinal cells in KLF5 counter-screen; IEC-6 cytotoxicity, luminescence viability; inhibition, % at 5 µM; actives 0.78% (n = 290,000); AID 1825; in the data active means inhibition above about 22%;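 further: 0% = plate median of test compound wells and 100% = cytotoxic reference compound wells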
TRPC6 inh – mouse TRPC6 channel inhibition | AID 2553 | actives 1.1% (n = 310,000) | B-score at 10 µM | HEK293-TRPC6, membrane potential dye, ACh-evoked depolarization; stronger effect = lower value | Q61143;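 active means B-score under library mean minus 3 SD, initial fluorescence not abnormally high, positive integrated signal ratio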;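 further: B-score derived from integrated fluorescence ratio over the kinetic read; more negative B-score means stronger inhibition of depolarization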
HIF activator – HIF pathway transcriptional activation. activation, % at 7.5 µM (by protocol). AID 1910. U2OS HRE-luciferase reporter, luminescence; normalized: DMSO 0%, desferrioxamine 100%. actives 0.32% (n = 300,000);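 active means mean activation of at least 10% of the iron chelator positive control signal, with at least half of replicates also reaching 10%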
TRPC4 act – activators of mouse TRPC4 channel. Q9QUQ5. HEK293 TRPC4beta/mu-opioid, Fluo4 calcium fluorescence; stronger effect = higher value. B-score at 10 µM. actives 0.49% (n = 310,000);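 active means B-score above 5 SD of library B-scores, and initial fluorescence ratio not above library mean plus 5 SD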;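 further: positive B-score marks a calcium rise read as TRPC4 activation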
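Material: TRPC4beta and mu-opioid receptor HEK293 stable cells | Incubation: 45 min room-temperature Fluo4 loading, 110 s read | Detection: Kinetic Fluo4 calcium fluorescence | Measure: Integrated baseline-normalised fluorescence ratio, converted to per-well B score | Benchmarks: Low control buffer alone, high control maximal DAMGO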
TRPC4 inh – TRPC4 (mouse) channel inhibition; B-score at 10 µM; actives 0.39% (n = 300,000); HEK293 TRPC4beta/mu-opioid, DAMGO-evoked Fluo4 calcium flux; stronger effect = lower value; Q9QUQ5;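 active means B-score over 3 SD under the library average, no early fluorescence shift, positive overall ratio signal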
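Signal: kinetic Fluo4 fluorescence imaging of calcium influx. Material: stable TRPC4beta/mu-opioid receptor HEK293 cells. Probe or stimulus: DAMGO in two steps, submaximal then maximal.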
SKKanGAS inh – SKKanGAS growth inhibition. inhibition, % at 7.5 µM. AID 1662. S. pyogenes SKKanGAS, kanamycin growth, BacTiter-Glo, 6 h. actives 1.3% (n = 300,000);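 active means mean replicate score, as percent of positive control median, at least 50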;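 further: strain carries kanamycin resistance gene driven by streptokinase promoter and grows in 40 µg/ml kanamycin; loss of luminescence reflects streptokinase promoter inhibition or plain growth inhibition; 0% = median of DMSO wells and 100% = positive control at its reference dose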
Active calls of the source: *; i = inactive; . = no result given. Rows were taken by chance; overall some 5.8% were active at least once.

Every second line gives: MrgX1 antagonist, TRPC6 inh, TRPC4 inh, TRPC4 potent, KLF5 inh, TRPC4 act, TRPC6 activator, aSyn 5UTR inh, HIF activator, SKKanGAS inh, IEC-6 cytotox
> CC1=Nc2ccccc2N=C(NC(=O)c2ccccc2)C1c1ccccc1 (stereo unspecified)
→ i, i, i, i, -28, i, i, -15, 2.3, -19, -2
> CNS(=O)(=O)c1cccc(C(=O)NCC2CCCCC2)c1
→ i, i, i, i, -31, i, i, 3, -0.8, -1, -2
> CCn1ncc(Br)c1C(=O)Nc1ccccc1C(F)(F)F
→ i, i, i, i, -14, i, i, 24, -0.3, 3, 5
> O=C(O)/C=C/c1cn(Cc2ccccc2)nc1-c1cccs1
→ i, i, i, i, 11, i, i, 18, -0.6, 8, 6
> CCOP(=O)(OCC)c1nc(-c2cccc([N+](=O)[O-])c2)oc1N1CCCCC1
→ i, i, i, i, -16, i, i, 6, 0.4, 6, 4
> Cc1ccc(CNC(=O)COc2ccc(S(=O)(=O)N3CCCC3)cc2)cc1
→ i, i, i, i, -29, i, i, 2, 0.2, -2, -6
> CC(NC(=O)Cc1cccc(C(F)(F)F)c1)c1ccc(F)cc1 (stereo unspecified)
→ i, i, i, i, -12, i, i, -7, -0.6, -4, 7
> CC(C)(C)c1ccc(C(=O)Nc2ccc(C=C(C#N)C#N)cc2)cc1
→ i, i, i, i, -52, i, i, -175, 1.7, 32, 19
> COc1cc2c(cc1NC(=O)c1ccncc1)oc1ccccc12
→ i, i, i, i, -48, i, i, -132, 1.9, 8, 11
> O=C(Oc1ccc2c(c1)OCC2=O)c1ccc(Cl)cc1
→ i, i, i, i, -32, i, i, -32, -0.1, 3, 4
> c1coc(-c2nc3c4c5c(sc4ncn3n2)CCCC5)c1
→ i, i, i, i, -19, i, i, -17, 0.9, 5, 3
> Nc1ccc2c(c1)N=[N+]([O-])c1cc(N)ccc1C2
→ i, i, i, i, -30, i, i, -6, -0.4, 0, 0
> COc1ccc(C(=O)Nc2ccnn2C2CCN(Cc3ccc4nonc4c3)CC2)cc1
→ i, i, i, i, -8, i, i, 10, 1.0, -2, -3
> CCOC(=O)C1=NN(c2ccc([N+](=O)[O-])cc2)CC1C(=O)OC (stereo unspecified)
→ i, i, i, i, -35, i, i, -8, -0.2, 2, -4
> CN(C)c1ccc(/C=N/N2C(=S)SC(C)(C)C2N(O)C(=O)Nc2ccc([N+](=O)[O-])cc2)cc1 (stereo unspecified)
→ i, i, i, i, -25, i, i, -9, 2.6, 1, 2
> Brc1[nH]nc2ccccc12
→ i, i, i, i, -13, i, i, -36, 0.5, 10, -4
> CC(=O)c1cccc(OCC(=O)N2CCCc3ccccc32)c1
→ i, i, i, i, -29, i, i, -27, 0.6, 4, 1
> CCn1ccc(C(=O)NC2=NCCS2)n1
→ i, i, i, i, -34, i, i, -27, ., 3, -5
> C=CCn1c(CNC(=O)c2cccs2)n[nH]c1=S
→ i, i, i, i, -10, i, i, -4, -0.5, 0, -6
> O[C@@H]1COC(Nc2ccc(N=Nc3ccccc3)cc2)C[C@@H]1O (stereo partly specified)
→ i, i, i, i, -63, i, i, -49, -0.3, 3, 2
> CCOc1ccccc1-n1c(COc2ccccc2)nnc1SCC(N)=O
→ i, i, i, i, -17, i, i, -20, -0.4, -1, -4
> CCc1ccc(NC(=O)C2=CC(c3ccc(OC)cc3)=NS(=O)(=O)N2C)cc1
→ i, i, i, i, -13, i, i, -13, 0.0, 3, 5
> CC(Nc1nc2ccccc2n2cnnc12)c1ccccc1 (stereo unspecified)
→ i, i, i, i, -33, i, i, -29, 0.4, 6, 0
> COc1ccc(S(=O)(=O)N2CCCCC2)cc1NC(=O)c1ccccc1
→ i, i, i, i, ., i, i, -4, -0.4, -3, .
> Cc1cc(C(F)(F)F)nc(Nc2nc(C)c3ccccc3n2)n1
→ i, i, i, i, 5, i, i, 26, -42, 16, 3
> O=C(c1ccc(Cl)c([N+](=O)[O-])c1)N(Cc1ccco1)C1CCS(=O)(=O)C1 (stereo unspecified)
→ i, i, i, i, -21, i, i, -8, -0.7, 6, 4
> CCOC(=O)N1CCC(c2cc(=O)n3[nH]c(C)c(-c4ccc(F)cc4)c3n2)CC1
→ i, i, i, i, 18, i, 16*, -30, -0.2, 6, -1
> COc1cc(NS(C)(=O)=O)cc(OC)c1OC
→ i, i, i, i, -24, i, i, 5, 0.0, -8, -4
> COc1ccc(Nc2nc(N3CCN(C)CC3)nc3ccccc23)c(OC)c1
→ i, i, i, i, -10, i, i, -15, -0.5, -2, 0
> N#CC(=NCc1cccnc1)C1=C(O)c2ccccc2C1=O
→ i, i, i, i, -17, i, i, 17, -0.1, -5, -6
> COc1ccccc1CNC(=O)C/C(C)=N/NC(=O)COc1ccc(C)cc1Br
→ i, i, i, i, -10, i, i, -1, 0.1, -6, 5
> Cc1ccc(NC(=O)C2CCN(c3cnccn3)CC2)cc1C
→ i, i, i, i, -10, i, i, 13, 0.5, -5, -3
> CCn1c(SCC(=O)Nc2ccc(OC)cc2)nc2c1c(=O)n(C)c(=O)n2C
→ i, i, i, i, 9, i, i, 16, -0.3, -4, 2
> CCSC(=O)CCCCCCCCCCCO
→ i, i, i, i, -13, i, i, -10, -0.2, 3, 4
> NC(=O)c1ccc(NC(=O)CCC(=O)c2cccs2)cc1
→ i, i, i, i, -36, i, i, 14, -3.1, 0, 2
> NC(=O)c1nnn(-c2ccc([N+](=O)[O-])cc2)c1-c1ccccc1
→ i, i, i, i, 9, i, i, 10, 0.2, 3, 2
> COC(=O)c1sc2nc3c(cc2c1N)C(=O)CC(C)(C)C3
→ i, i, i, i, -15, i, i, -69, 0.9, -11, 6
> O=C(Nc1ccsc1C(=O)O)c1ccccc1Cl
→ i, i, i, i, 8, i, i, -14, 2.8, 1, -2
> Cc1c(C(=S)NC(=O)C2CC2)c(=O)n(-c2ccccc2)n1C
→ i, i, i, i, -3, i, i, -20, -0.4, -17, -3
> CC1(OC(=O)C2CCCC2)C(=O)C=C2C=C(c3ccsc3)N(Cc3ccccc3)C=C2C1=O (stereo unspecified)
→ i, i, i, i, ., i, i, 16, 0.3, 4, .
> CC1=C(C(=O)OCc2ccccc2)C(c2cccc(Br)c2)NC(=O)N1 (stereo unspecified)
→ i, i, i, i, 9, i, i, -1, 0.2, -3, 3
> Cc1csc(N(C)C(=O)CSc2nnc(COc3cccc4ccccc34)o2)n1
→ i, i, i, i, -10, i, i, 14, -0.3, 2, 2
> Cc1cccc(N2CCN(C(=O)CC(NC(=O)c3ccccc3Cl)c3ccccc3)CC2)c1C (stereo unspecified)
→ i, i, i, i, -12, i, i, 0, -0.1, 15, -4
> COc1cc(/C=N/NC(=O)c2cccc(S(=O)(=O)N3CCCC3)c2)ccc1O
→ i, i, i, i, ., i, i, 8, -0.1, -18, .
> CCCn1c(=N)n(CC(O)c2ccco2)c2ccccc21 (stereo unspecified)
→ i, i, i, i, -15, i, i, -14, -0.2, 0, 0
> O=C(c1cc(S(=O)(=O)N2CCCCC2)ccc1F)N1CCCCC1
→ i, i, i, i, -5, i, i, -18, -0.2, 1, 8
> COc1ccc(C(c2nnnn2C2CCCC2)N2CCN(c3ccccc3)CC2)cc1 (stereo unspecified)
→ i, i, -6*, i, -3, i, i, 7, -0.3, 5, 8
> CCN(CC(N)=O)S(=O)(=O)c1ccc(F)cc1
→ i, i, i, i, -8, i, i, 13, 0.2, -15, 2
> CN(C)/C=C(\C(=O)c1ccc(Cl)cc1)c1nnnn1-c1ccc(Cl)cc1
→ i, i, i, i, -4, i, i, 7, -0.3, -2, 2
> Cc1cc(C)c2c(n1)nn1c(C)c(CCC(=O)NCc3ccco3)c(C)nc21
→ i, i, i, i, -54, i, i, 7, -0.1, 2, -6
> N#Cc1c(C(F)(F)F)cc(-c2ccc(Cl)c(Cl)c2)nc1SCCN1CCOCC1
→ i, i, i, i, 5, i, i, -64, -0.3, 5, -2
> CC1(C)CC(=O)C(CC2=C(O)CC(C)(C)CC2=O)=C(O)C1
→ i, i, i, i, -29, i, i, ., -0.5, 0, 2
> COc1cc(C2NC(=O)CCC2[N+](=O)[O-])cc(OC)c1OC (stereo unspecified)
→ i, i, i, i, -12, i, i, 9, -0.2, -3, -1
> O=C(NCCCc1ccccc1)C(=O)NCC1OCCN1S(=O)(=O)c1ccc(F)cc1 (stereo unspecified)
→ i, i, i, i, -7, i, i, 10, -0.7, 1, -3
> COC(=O)c1cn(C(=O)c2ccc(C)c(C)c2)c2ccccc12
→ i, i, i, i, 9, i, i, 9, 0.1, 1, -4
> COC(=O)C(Cc1ccccc1)NC(=O)c1cc(=O)[nH]c2ccccc12 (stereo unspecified)
→ -4.7*, i, i, i, 9, i, i, -29, -0.2, 2, -1
> CN(C)S(=O)(=O)c1ccc(C(=O)Nc2ccccc2OC(F)(F)C(F)F)cc1
→ i, i, i, i, -8, i, i, ., ., 3, -1
> O=C(NCC(=O)N(c1ccc(Cl)cc1)C(C(=O)NC1CCCC1)c1ccncc1)c1ccco1 (stereo unspecified)
→ i, i, i, i, -37, i, i, -11, 1.2, -4, -10
> COc1cc(C2C(C#N)=C(N)N(N(C)C)C3=C2C(=O)CC(C)(C)C3)cc(OC)c1OC (stereo unspecified)
→ i, i, i, i, -8, i, i, 6, -2.6, -4, -2
> NCCOc1ccccc1OCCN
→ i, i, i, i, 15, i, i, -17, -0.3, 11, 6
> CC(C)OCCCNC(=S)Nc1ccc2nc3n(c(=O)c2c1)CCCCC3
→ i, i, i, i, -29, i, i, 7, 0.2, 9, -1
> CCOC(=O)c1cnc2c(Cl)cc(Cl)cc2c1NCCOCCO
→ i, i, i, i, 8, i, i, 16, 0.3, -7, 4
